Assay outcomes as filed in PubChem BioAssay.
GAA glycogen mod = qHTS Assay for Inhibitors and Activators of Human alpha-Glucosidase Cleavage of Glycogen; Potency, µM (highest dose often 76.4 µM), inactives show top-dose activity change, negative = inhibition, hits mostly inhibitors; Lysosomal alpha-glucosidase (Homo sapiens), P10253; recombinant GAA, glycogen substrate, Amplex Red glucose oxidase fluorescence; 0.38% of 300,000 active; active means well fitted inhibition curve with a large enough effect; inconclusive means small, poorly fitted or top-dose-only effect, or another doubt; inactive means no such curve, though single readings can be large or run the other way;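 further: 0% = full enzyme reaction and -100% = no-enzyme basal signal; the screen sought inhibitors and activators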
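qHTS, 1536-well; enzyme 4 nM final; cpd up to 77 uM; substrate bovine liver glycogen 30 ug; 50 mM citrate/phosphate pH 5.0, 0.01% Tween-20; 37 C, 40 min; Amplex Red detection 45 min RT; Hill fit → AC50.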
* = called active by the depositor; ? = inconclusive; & = joins results of further samples; [ ] = dose if it differs, or a comment. Potency means the concentration at half of the fitted maximal effect. Only part of the results is shown; the hit share may differ from the screen's.

Compound | GAA glycogen mod
CC1CCCCN1CCCNC(=O)Cn1ncc2c3ccccc3n(Cc3ccccc3F)c2c1=O (stereo not drawn) | 16%[76.3 µM]
O=C(NCCc1ccc(Cl)cc1)c1ccc2c(c1)OCO2 | 0%[76.3 µM]
CC1CN(c2ccc(Cl)cc2)c2nc3c(c(=O)n(CC(=O)O)c(=O)n3C)n2C1 (stereo not drawn) | -6%[76.3 µM]
O=C(CC1C(=O)NCCN1C1CCCC1)NCc1cccc(OC(F)(F)F)c1 (stereo not drawn) | -10%[76.3 µM]
Cc1cc(C)cc(N(CC(=O)NCc2ccccc2Cl)S(=O)(=O)c2c(C)noc2C)c1 | 21%[76.3 µM]
CC(CCc1ccccc1)NC(=O)Cn1ncc2c3ccccc3n(Cc3ccc(F)cc3)c2c1=O (stereo not drawn) | 14%[76.3 µM]
CC(NC(=O)/C(C#N)=C/c1ccc(N2CCOCC2)cc1)c1ccccc1 (stereo not drawn) | -4%
COC(=O)c1ccccc1NC(=O)CN1CCCCCC1 | 15%[76.3 µM]
Cc1ccc(CNC(=O)Cn2c(=O)n(Cc3ccc(F)cc3)c(=O)c3sc4ccccc4c32)cc1 | 12%[76.3 µM]
CC(=O)Nc1ccc(NC(=O)C(C)OC(=O)CCCOc2ccc(Cl)c(C)c2)cc1 (stereo not drawn) | 2%[76.3 µM]
O=C(NCc1ccc(Cl)cc1)c1ccncc1 | 16%[76.3 µM]
COc1ccccc1OC(C)C(=O)N1CCC(c2nc3ccccc3s2)CC1 (stereo not drawn) | -6%[76.3 µM]
CC(=O)c1cccc(CN2CCCC(C(=O)Nc3cccc(-n4cccn4)c3)C2)c1 (stereo not drawn) | -8%[76.3 µM]
Cc1ccc(C)c(NC(=O)CCN2C(=O)c3ccccc3Sc3ncccc32)c1 | -9%[76.3 µM]
O=C(NCc1cccc(Cl)c1)C1CCC(=O)N(CCCN2CCOCC2)C1 (stereo not drawn) | -4%[76.3 µM]
Cc1c(C(=O)N2c3ccccc3CC2C)oc2ccccc12 (stereo not drawn) | 3%[76.3 µM]
Cc1ccc(-n2ncc3c(=O)n(CC(N)=O)cnc32)cc1C | -5%[76.3 µM]
Cc1ccc(-c2[nH]c3ccccc3c2SCCNC(=O)c2ccc(S(=O)(=O)N(C)C)cc2)cc1 | -6%[76.3 µM]
CCOc1ccc(Nc2oc(-c3ccc(COc4ccccc4C)o3)nc2C#N)cc1 | -14%[76.3 µM]
COc1cccc(NC(=O)CN2C(=O)c3cccnc3Oc3ccc(Cl)cc32)c1 | 6%&10%[76.3 µM]
Cc1ccccc1-n1nc2c(c1NC(=O)c1cccs1)CS(=O)(=O)C2 | -14%[76.3 µM]
CC(C)(C)CN1CCN(CCCc2ccccc2)C(CCO)C1 (stereo not drawn) | 15%[76.3 µM]
Cc1noc(C)c1C(=O)Nc1nc2ccc(Cl)cc2s1 | -3%[76.3 µM]
COc1ccc(OCC(=O)N2CCN(C(=O)c3ccc(F)cc3)CC2)cc1 | -4%[76.3 µM]
CN1C(=O)C2(OCCCO2)c2cc(Cl)ccc21 | -3%[76.3 µM]
O=S(=O)(c1ccccc1)N1N=C(c2cccs2)CC1c1cccc(O)c1 (stereo not drawn) | -4%[76.3 µM]
CC(C)(C)c1nc(NCCO)c2nnn(Cc3ccccc3)c2n1 | -14%[76.3 µM]
COC(=O)c1ccc(Cn2nnc3c(=O)[nH]c(C4CCCN(S(=O)(=O)c5ccc(C)cc5)C4)nc32)cc1 (stereo not drawn) | 0%[76.3 µM]
O=C(Nc1cccs1)Nc1cccnc1Cl | ?
CC(C)C[C@H](NC(=O)[C@@H]1Cc2c([nH]c3ccccc23)C2c3ccccc3C(=O)N21)C(=O)N1CCC[C@@H]1C(=O)O (stereo partly drawn) | -1%[76.3 µM]
COc1cc(OC)c(NC(=O)Cn2cnc3c(nc4n3CCCCC4)c2=O)cc1Cl | -9%[76.3 µM]
Fc1ccccc1CN1CCCC(NC2CCC2)C1 (stereo not drawn) | 2%[76.3 µM]
COc1ccc(CN2C(=O)c3cccnc3C2=O)cc1S(=O)(=O)N1CCOc2ccc(Cl)cc21 | -14%[76.3 µM]
COc1ccc(C(=O)N2CCCC(Nc3ccc(F)c(F)c3)C2)c(OC)n1 (stereo not drawn) | 4%[76.3 µM]
Cc1ccc(-n2nc3c(c2NC(=O)c2ccco2)CS(=O)(=O)C3)cc1C | -9%[76.3 µM]
CC(=O)Nc1cc(NC(C)=O)cc(C(=O)N2CCCC3CCCCC32)c1 (stereo not drawn) | 0%
CC(C)c1ccc(NS(=O)(=O)c2ccc3[nH]cc(C(=O)NC4CCCC4)c(=O)c3c2)cc1 | -1%[76.3 µM]
CC(C)(C)c1ccc(C(=O)N2CCN(Cc3ccccc3)CC2)cc1 | -8%[76.3 µM]
CN1CCC(N(C)C(=O)c2ccccc2F)CC1 | 17%[76.3 µM]
CNC(=O)c1c(NC(=O)Cc2coc3ccc(OC)cc23)sc2c1CCCC2 | -9%[76.3 µM]
NC(=O)c1c(NC(=O)c2cc(-c3ccc(F)cc3)on2)sc2c1CCCC2 | -8%[76.3 µM]
O=C(O)c1ccc(N=Nc2c(O)[nH]c3ccc(Br)cc23)cc1 | 4%
COc1cc(C(=O)Nn2c(CC(C)C)nc3ccccc3c2=O)cc(OC)c1OC | 12%[76.3 µM]
CC(C)CC(=O)Nc1c(C(=O)N2CCN(Cc3ccccc3)CC2)oc2ccccc12 | -3%
Cc1ccc2c(c1)c(C1=c3ccccc3=NC1=O)c(O)n2C | 17%[76.3 µM]
COCCN1C(=O)c2[nH]nc(-c3ccccc3O)c2C1c1ccc(Cl)c(Cl)c1 (stereo not drawn) | -12%[76.3 µM]
CCCn1c(CN2CCN(C(=O)OCC)CC2)nc2cc(NC(=O)C(C)C)ccc21 | -6%
O=c1[nH]c(/C=C/c2ccc([N+](=O)[O-])cc2)c([N+](=O)[O-])c(=O)[nH]1 | -5%[76.3 µM]
CC(=O)Nc1ccc(Sc2ccccc2C(=O)O)cn1 | -3%
COCCN1Cc2cccc(C(=O)Nc3ccc(C)cc3C)c2C1=O | 15%[76.3 µM]
COc1cc(NC(=O)c2cn(C3CCCC3)c(=O)c3c2c2ccccc2n3C)cc(OC)c1OC | -13%[76.3 µM]
O=C(O)CSCC(=O)N1CCCN(c2ccc(C(F)(F)F)cn2)CC1 | 0%
CCc1ccc(CNC(=O)CCc2cn(C)c3ccccc23)cc1 | -7%
COc1ccc(/C=C(/NC(=O)c2cccs2)C(=O)NC(C)(C)C)cc1OC | -22%[76.3 µM]
CCn1nc(-c2ccccc2)c(-c2ccccc2)c(C(=O)Nc2ccc(NC(C)=O)cc2)c1=O | 13%[76.3 µM]
COc1ccc(NC(=O)CSc2nc3ccccc3nc2N2CCCC2)cc1 | 4%[76.3 µM]

(list continues)
Compound | GAA glycogen mod
COc1ccc(CCN(C)Cc2c(O)ccc3cc(Br)ccc23)cc1OC | -7%
CC(C)Oc1ccc(C(=O)N(Cc2ccco2)Cc2cccs2)cc1 | 10%[76.3 µM]
COc1ccc(C=O)cc1CN1CCCN(Cc2ccc(Cl)cc2)S1(=O)=O | -3%
CCOC(=O)c1c(S(=O)(=O)NCCc2cccs2)c(C)n(C)c1C | 3%[76.3 µM]
CN1CCc2c(sc3nc(SCC(=O)NCc4ccco4)n(-c4ccccc4)c(=O)c23)C1 | 0%[76.3 µM]
Cc1ccc(C)c(CN2C(=O)c3ccccc3S(=O)c3ccc(C(=O)NCc4ccccc4Cl)cc32)c1 (stereo not drawn) | -7%[76.3 µM]
Cc1cccn2c(=O)c(/C=C(\C#N)c3nc4ccccc4s3)c(Oc3ccc(Br)cc3)nc12 | 2%[76.3 µM]
COc1ccc(C(=O)N(Cc2sccc2C)C2CCS(=O)(=O)C2)cc1 (stereo not drawn) | -4%&-1%[76.3 µM]
COc1ccc(CNC(=O)CN2CCC(NC(=O)c3ccc(OC)cc3)CC2)cc1 | -1%[76.3 µM]
CCN(Cc1ccccc1)C(=S)NC(=O)c1ccccc1Br | 0%
O=C1NC(NS(=O)(=O)c2ccccc2)(C(F)(F)F)C(=O)N1CCc1ccccc1 (stereo not drawn) | -19%[76.3 µM]
c1ccc2c(c1)CC(CN1CCNCC1)O2 (stereo not drawn) | -5%[76.3 µM]
CCN(CC)CCCNC(=O)c1ccc(Cn2c(SCc3ccccc3)nc3cccnc32)cc1 | 9%[76.3 µM]
COc1ccc(-n2cnc3cc(C(=O)NCC4CCCO4)ccc32)cc1 (stereo not drawn) | -1%[76.3 µM]
CCOc1ccc(NC(=O)c2ccc3c(c2)CCN3S(=O)(=O)c2ccc(Cl)cc2)cc1 | -11%[76.3 µM]
O=C(O)c1ccc(-n2c(/C=C/c3cccc([N+](=O)[O-])c3)nc3ccccc3c2=O)cc1 | 2%
COc1ccc(NC(=O)CSc2cn(CCNC(=O)c3ccc(OC)cc3)c3ccccc23)cc1 | -1%[76.3 µM]
O=C(c1ccc(Cl)cc1)C1CCN(C(=O)c2ccccc2)CC1 | -5%[76.3 µM]
COc1cccc(C2c3[nH]c4ccccc4c3C[C@H]3C(=O)N(CCCOC(C)C)CC(=O)N23)c1 (stereo partly drawn) | 2%
Cc1ccc(NC(=O)C2CC3CCC2C3)c(Br)c1 (stereo not drawn) | -12%[76.3 µM]
COCCNC(=S)N1CCN(c2nc(-c3cccc(OC)c3)cs2)CC1 | 14%[76.3 µM]
O=C(CN1CCCC1)Nc1ccc(F)c(Cl)c1 | -5%[76.3 µM]
COc1ccccc1C1c2ccc3ccccc3c2Oc2ncn(CCCO)c(=N)c21 (stereo not drawn) | -1%
CN(C)CC1CCCCC1OC(=O)c1ccc(S(=O)(=O)N(C)c2ccccc2)cc1 (stereo not drawn) | -1%
COc1ccc(-c2oc3ncn4nc(-c5ccccc5O)nc4c3c2-c2ccc(OC)cc2)cc1 | 0%[76.3 µM]
O=C(CCn1c(=O)oc2ccccc21)NCc1ccco1 | -8%[76.3 µM]
COc1ccc(OCC(=O)N2CCCC(CO)(CCOc3ccccc3)C2)cc1 (stereo not drawn) | 5%[76.3 µM]
CCCCCn1c(=O)c2ccccc2n2c(=S)[nH]nc12 | 0%
COc1ccc(C2Nc3ccccc3NC3=C2C(=O)CC(C)(C)C3)cc1O (stereo not drawn) | 4%[76.3 µM]
Cc1cccc(Cc2c(C)nc3nc(SCc4ccccc4Cl)nn3c2C)c1 | -9%[76.3 µM]
COc1ccc(NC(=O)CSc2nnc(NC(=O)c3ccco3)s2)cc1OC | 5%[76.3 µM]
COc1ccc(-n2c(=O)c3c4c(sc3n(Cc3ccc(F)cc3)c2=O)CN(C(C)=O)CC4)c(OC)c1 | 56µM*
CCc1occc(=O)c1Oc1cc(NN2CCCCC2)c([N+](=O)[O-])cc1[N+](=O)[O-] | 19%[76.3 µM]
CCOc1ccc2nc(N3CCCC(C(=O)NCc4ccccc4OC)C3)sc2c1 (stereo not drawn) | 3%[76.3 µM]
CCOC(=O)/C(C#N)=C/c1c(N2CCN(c3ccc(OC)cc3)CC2)nc2c(C)cccn2c1=O | -7%
CSc1nc2c(c(=O)[nH]c(=O)n2C)n1CCCc1ccccc1 | -1%
O=C(Nc1ccc(NC(=O)c2cccs2)cc1)c1ccc2ccccc2c1 | 0%
CCOc1ccccc1C(=O)Nc1cc(=O)n(C)c(=O)n1C | 18%[76.3 µM]
Cc1c(Cl)cccc1NC(=O)c1ccc2c(c1)CCN2S(=O)(=O)c1ccccc1 | 13%[76.3 µM]
CC1CN(C(=S)Nc2ccccc2)CC(C)O1 (stereo not drawn) | 1%[76.3 µM]
CCOC(=O)Cn1ccc(NC(=O)c2ccc(F)cc2)n1 | -2%
NC(=O)c1ccccc1NCC(=O)c1ccc(Cl)cc1 | 2%
Cn1cc(S(=O)(=O)c2cccc(Cl)c2)c(=O)c2cc(F)c(N3CCCCCC3)cc21 | 8%[76.3 µM]
CCC(C)NC(=O)c1sc2nc(C)c(C(=O)Nc3ccc(C)cc3C)c(-c3ccccc3Cl)c2c1N (stereo not drawn) | -6%[76.3 µM]
Cc1ccc(C2CC(=O)N(Cc3ccccc3F)c3c2c(C)nn3-c2nc(C)cc(C)n2)cc1 (stereo not drawn) | -7%[76.3 µM]
CCCCN1C(=O)C(O)(c2c(C)[nH]c3ccccc23)c2cc(Br)ccc21 (stereo not drawn) | -14%[76.3 µM]
O=S(=O)(Nc1ccc(O)c(NS(=O)(=O)c2ccccc2)c1)c1ccccc1 | ?
Cc1cccc(N2CCN(Cc3ccc(Br)o3)CC2)c1C | 17%[76.3 µM]
CCNC(=O)c1ccc(CSc2nc3ccncc3n2Cc2ccc(F)cc2)cc1 | -8%[76.3 µM]
